Screening data deposited in PubChem BioAssay by several laboratories.
Mtb BioA inh: M. tuberculosis BioA enzyme inhibitors, primary screen, biochemical, plate reader, single point, HTS | purified M. tuberculosis BioA enzyme | 360,000 compounds, 0.096% hits | 7,8-diaminopelargonic acid synthase BioA (Mycobacterium tuberculosis) | AID 602481, 2012 | inhibition, % at 9.99 µM; in the data active means inhibition above about 40%; inconclusive means no clear call, values can overlap the other calls
BoNT A protease: BoNT/A light chain protease inhibitors, primary screen, biochemical, flow cytometry, MLPCN library; inhibition, % at 10 µM; multiplex microsphere protease substrate cleavage; Botulinum neurotoxin type A light chain protease (Clostridium botulinum A str. ATCC 3502); 360,000 compounds, 0.17% hits; in the data active means inhibition above about 30%; inconclusive means no clear call, values can overlap the other calls; further: plate controls were buffer without enzyme for full effect and enzyme alone for no effect
BoNT F protease: BoNT/F light chain protease inhibitors, primary screen, biochemical, flow cytometry, MLPCN library | 360,000 compounds, 0.22% hits | Multiplex microsphere protease cleavage assay | inhibition, % at 10 µM | Botulinum neurotoxin type F light chain protease (Clostridium botulinum); in the data active means inhibition above about 35%, passing the limit was not always enough; inconclusive means no clear call, values can overlap the other calls; further: plate controls were buffer without enzyme for full effect and enzyme alone for no effect
PrPC surface inh: inhibitors of human cell surface prion protein PrPC, primary screen, cell-based, TR-FRET; Major prion protein (Homo sapiens), P04156; TR-FRET read-out; inhibition, % at 13.8 µM; 370,000 compounds, 0.43% hits; in the data active means inhibition above about 24%; further: 0% = median of the test wells and 100% = reference compound wells
GDH-TPI counter: GDH-TPI coupling enzyme inhibitors, primary screen, artefact control for M. tuberculosis FBA inhibitor project, biochemical, absorbance, full deck | GDH-TPI coupled enzyme counterscreen, NADH absorbance | inhibition, % at 4.8 µM | 360,000 compounds, 1.2% hits;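 further: 0% = DMSO wells and 100% = wells lacking the enzyme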
FadD28 binding: inhibitors of FadD28 bisubstrate probe binding, primary screen, biochemical, fluorescence polarization, single point | Mycobacterium tuberculosis FadD28 fatty-acid-AMP ligase | inhibition, % at 12.5 µM | 360,000 compounds, 0.22% hits | AID 588549, 2011; in the data active means inhibition above about 8.5%, passing the limit was not always enough; inconclusive means no clear call, values can overlap the other calls
Mtb UGM inh: M. tuberculosis UGM enzyme inhibitors, primary screen, biochemical, fluorescence polarization, single point; UDP-galactopyranose mutase (Mycobacterium tuberculosis (strain ATCC 25618 / H37Rv)), …; 320,000 compounds, 0.06% hits; inhibition, % at 10 µM; purified UGM, fluorescence polarization probe displacement; in the data active means inhibition above about 10%, passing the limit was not always enough; inconclusive means no clear call, values can overlap the other calls
Target sequence (P9WIQ1 whole entry, looked up): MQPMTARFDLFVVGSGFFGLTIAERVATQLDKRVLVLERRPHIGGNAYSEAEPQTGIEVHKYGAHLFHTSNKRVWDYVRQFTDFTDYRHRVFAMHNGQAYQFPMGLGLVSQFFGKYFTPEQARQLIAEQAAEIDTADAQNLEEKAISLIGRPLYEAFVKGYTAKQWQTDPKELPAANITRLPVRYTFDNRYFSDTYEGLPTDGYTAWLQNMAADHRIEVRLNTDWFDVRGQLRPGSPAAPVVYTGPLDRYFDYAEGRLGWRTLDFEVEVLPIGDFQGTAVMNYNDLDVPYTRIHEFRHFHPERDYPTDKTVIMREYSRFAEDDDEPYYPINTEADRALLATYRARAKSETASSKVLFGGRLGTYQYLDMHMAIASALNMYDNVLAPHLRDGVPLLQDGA
FBA Mtb inh: Mtb FBA enzyme inhibitors, primary screen, biochemical, fluorescence, strain H37Rv; purified M. tuberculosis FBA, fluorescence read-out; inhibition, % at 1 µM; 360,000 compounds, 2.3% hits; in the data active means inhibition above about 27%;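 further: 0% = vehicle and 100% = reference inhibitor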
Target sequence (P9WQA3 whole entry, looked up): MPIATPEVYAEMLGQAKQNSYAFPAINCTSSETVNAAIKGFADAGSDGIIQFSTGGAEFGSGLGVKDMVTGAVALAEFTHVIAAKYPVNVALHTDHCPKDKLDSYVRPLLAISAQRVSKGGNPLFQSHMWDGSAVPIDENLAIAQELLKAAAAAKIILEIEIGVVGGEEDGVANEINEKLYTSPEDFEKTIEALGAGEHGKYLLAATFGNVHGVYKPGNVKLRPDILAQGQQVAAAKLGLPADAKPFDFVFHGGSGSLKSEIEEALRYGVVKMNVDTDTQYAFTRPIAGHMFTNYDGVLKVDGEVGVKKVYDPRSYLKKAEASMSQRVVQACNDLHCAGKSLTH
CCHFV vOTU inh: CCHFV vOTU protease inhibitors, primary screen, biochemical, Pep-AMC substrate, fluorescence; Crimean-Congo hemorrhagic fever virus L polyprotein viral ovarian tumor (vOTU) protease …; inhibition, % at 11.5 µM; 370,000 compounds, 0.55% hits; further: 0% = vehicle wells with enzyme and 100% = no enzyme wells
* = called active by the depositor; ? = inconclusive; · = not tested or not shown. Unless noted, no stated cut-off is given here; in the data, active means inhibition above about 30%; inactive means the rest.

Compound	Mtb UGM inh	Mtb BioA inh	BoNT A protease	FBA Mtb inh	CCHFV vOTU inh	BoNT F protease	FadD28 binding	PrPC surface inh	GDH-TPI counter
CCC(=O)OCC(=O)Nc1cc(S(=O)(=O)N(C)C)ccc1Cl	·	-2.0	-1.3	2	-5	-10	0.1	-3	-4
Cn1cnc(S(=O)(=O)N2CCCCC2c2cc(C(=O)Nc3ccc(F)c(Cl)c3)no2)c1 (configuration not stated)	·	2.6	0.5	-3	6	9	-5.2	7	-7
Cc1ccc(S(=O)(=O)N2CCC3(CC2)OCCO3)c(C)c1	-0.6	0.4	3.0	-2	1	-3	0.7	4	6
Cc1ccc2nc(-c3ccsc3)c(NC3CCCC3)n2c1	-1.1	4.1	-1.1	28*	-12	-8	-1.6	-3	9
COC[C@@H]1CCCN1c1ccc2c(c1)O[C@@H](COCc1ccccc1)CN([C@H](C)c1ccccc1)S2(=O)=O	·	·	-0.3	·	11	-8	·	-6	·
CCCCCCC(NC(=O)Cc1ccc2ccccc2c1)C(=O)O (configuration not stated)	·	0.0	-0.9	1	5	-2	0.0	-2	5
COCCNC(=S)N(CCc1c(C)[nH]c2ccc(F)cc12)Cc1cccnc1	5.1	2.2	-0.4	-1	-2	10	·	0	15
COc1ccc(N(CC(=O)N2CCN(c3ccc(Cl)cc3)CC2)S(=O)(=O)c2c(C)n[nH]c2C)cc1	0.7	0.4	-1.1	6	1	-3	-2.0	-5	2
COc1cc(CC(NC(C)=O)C(=O)NC2CCN(C(=O)Nc3ccccc3C)CC2)cc(OC)c1 (configuration not stated)	-0.9	-2.1	-0.6	-4	-1	15	0.7	4	-2
CSc1ncccc1-c1nc2ccccc2[nH]1	0.6	·	1.7	2	-14	16	-6.6	-1	-6
COc1ccc(NC(=O)C2CC(=O)N(c3cccc(C)c3C)C2)cc1 (configuration not stated)	-0.8	-2.2	-0.3	1	-1	11	-1.5	5	-3
c1ccc(Cn2nnc3c(N4CCCCCC4)ncnc32)cc1	0.8	0.0	-0.1	3	13	-5	-0.9	-3	-7
O=C1Nc2cccnc2Sc2ccccc21	-0.2	-0.7	-0.6	0	1	0	-3.7	6	-2
COc1ccccc1C(=O)NCCC(=O)Nc1ccc(S(=O)(=O)N2CCC(C)CC2)cc1	1.1	1.8	1.1	1	2	-12	-1.7	-4	-4
Cc1onc(-c2ccccc2)c1C(=O)Nc1sccc1C#N	1.1	11	-0.9	-2	1	-3	-0.1	2	9
Cc1cc(=O)n2[nH]c(-c3ccco3)nc2n1	2.5	-3.7	-0.5	4	-10	-3	1.0	-5	4
O=C(c1ccco1)c1cn(CC(=O)N2CCCC2)c2ccccc12	0.8	·	-0.4	-1	-17	-4	-2.4	-7	3
COc1ccc(C2C(C#N)=C(C)NC3=C2S(=O)(=O)c2ccccc23)cc1 (configuration not stated)	1.7	9.0	0.7	4	1	-5	-14	8	9
CCc1cc(=O)oc2cc(OCC(=O)NCc3ccccn3)ccc12	1.0	1.3	0.6	23	-3	0	-1.8	3	18
CC(OC(=O)C1CC=CCC1C(N)=O)C(Cl)=C(Cl)Cl (configuration not stated)	-0.5	-0.6	2.1	1	-2	2	-3.3	-5	-1

3 compounds already listed, sorted by number of heavy atoms, highest first.
Compound	Mtb UGM inh	Mtb BioA inh	BoNT A protease	FBA Mtb inh	CCHFV vOTU inh	BoNT F protease	FadD28 binding	PrPC surface inh	GDH-TPI counter
COc1ccc(C2C(C#N)=C(C)NC3=C2S(=O)(=O)c2ccccc23)cc1 (configuration not stated)	1.7	9.0	0.7	4	1	-5	-14	8	9
CC(OC(=O)C1CC=CCC1C(N)=O)C(Cl)=C(Cl)Cl (configuration not stated)	-0.5	-0.6	2.1	1	-2	2	-3.3	-5	-1
Cc1cc(=O)n2[nH]c(-c3ccco3)nc2n1	2.5	-3.7	-0.5	4	-10	-3	1.0	-5	4

(further entries)
Compound	Mtb UGM inh	Mtb BioA inh	BoNT A protease	FBA Mtb inh	CCHFV vOTU inh	BoNT F protease	FadD28 binding	PrPC surface inh	GDH-TPI counter
CC1=NN(c2ccccc2)C(=O)/C1=C/c1c(O)[nH]c(=S)[nH]c1=O	0.0	·	0.3	-1	9	-1	0.3	0	-2
CN(CC(=O)NCC1CCCO1)S(=O)(=O)c1ccc2ccccc2c1 (configuration not stated)	·	-1.2	-0.3	-2	2	1	-1.3	-2	1
O=C(Nc1ccc(S(=O)(=O)N2CCOCC2)cc1)c1cccc(Br)c1	1.2	2.2	-3.8	13	7	?	-5.3	6	-2
CC(=O)Nc1cncc(-c2ccccc2N(C)C)n1	·	-0.1	-0.2	-1	7	3	-1.2	-8	3
Cc1ccn2cc(-c3ccc4c(c3)NC(=O)CO4)nc2c1	0.1	·	-0.6	15	0	-12	0.7	4	1
N#C/C(=C/C1=C(N2CCOCC2)C(=C/c2cccc([N+](=O)[O-])c2)/CC1)C(=O)Nc1ccccc1F	·	·	4.3	-3	7	-4	4.9	1	-1
C[C@H]1COC(=O)[C@@H](Cc2ccc(F)cc2)CC/C=C/C[C@@H](CC(=O)N(CCO)Cc2ccccc2)C(=O)N1	-0.8	-2.6	-0.8	0	10	-3	-2.4	6	1
O=C(Nc1ccc(S(=O)(=O)Nc2ncccn2)cc1)c1ccccc1Cl	-0.8	-1.3	-2.0	-1	7	-15	0.9	-3	4
Clc1ccc(-c2cnc3cccnn23)cc1	·	-1.4	0.5	51*	-58	2	-1.8	-2	7
Cc1ccc(S(=O)(=O)N2[C@@H](c3ccc(Cl)cc3)C(C(=O)O)=CC[C@H]2c2ccc(Cl)c(Cl)c2)cc1	-3.0	7.3	-0.6	-2	33*	-3	-22	-7	4
O=C1NCCN(Cc2cccc(Oc3ccccc3)c2)C1CC(=O)N1CCCO1 (configuration not stated)	-6.0	2.6	-0.2	9	3	-2	1.7	1	3
CC(C)C(=O)Nc1ccc(C(=O)NNC(=O)NC2CCCCC2)cc1	0.4	-0.3	?	0	-16	11	-4.7	6	-8
COc1ccc(NC(=O)C2CCN(c3nc(C)cc(C)n3)CC2)cc1	-1.9	-1.3	0.9	2	-4	7	0.1	2	-9
CN(Cc1ccccc1)C(=O)[C@@H]1CCCN1C(=O)[C@@H]1CCCN1C(=O)c1ccc(Cl)cc1	·	·	-0.6	·	-3	0	·	11	·
NC(=O)Cc1ccc2c(c1)[nH]c1ccccc12	2.8	-0.9	-0.4	5	7	16	-1.7	-1	3
CCOC(=O)N1CCN(C(=O)c2cc(COc3cccc(C(C)=O)c3)on2)CC1	0.0	-0.9	1.0	0	-2	-1	-0.5	-4	9
Cc1cccc(/C=C/c2nc3ccccc3c(=O)n2Cc2ccccc2)c1	-0.5	·	-0.9	0	17	-11	-1.5	7	12
O=C(CN(Cc1ccc(F)cc1)C(=O)CCC(=O)Nc1nccs1)NCc1ccccc1	0.3	-1.4	0.5	-1	-15	3	-5.3	-7	-12
C=CCn1c(CNc2ccccc2)nnc1SCC(=O)N/N=C/c1ccccc1O	-1.5	·	-0.2	3	2	0	-2.0	-4	11
O=C(CCNC(=O)N1CCn2c1nc1ccccc12)NCc1ccc(Cl)cc1	-1.4	0.9	-0.2	-1	10	4	-2.3	-9	-6
Cc1ccc(-n2c(CNc3ccc(F)cc3)nnc2SCC(=O)O)cc1	0.1	5.4	0.3	5	-2	4	0.4	2	2
CCN1CCN(CCCNC(=O)c2cn(CCOC)c(=O)c3c2c2ccccc2n3C)CC1	-1.4	·	0.0	24	·	0	-2.9	·	11
Cc1ccc(C(=O)NNC(=O)CCCN2C(=O)/C(=C/c3ccccc3Cl)SC2=S)cc1	-2.1	-0.1	0.9	-1	3	3	-1.0	-3	7
CC1=C(C(=O)Nc2cccc(C)c2C)C(c2cccs2)NC(=S)N1 (configuration not stated)	0.1	-0.1	0.1	2	-6	-3	0.9	-3	6
COC(=O)c1cccc(C(=O)N2CCCC(Nc3ccc4c(c3)OCCO4)C2)c1 (configuration not stated)	1.6	-0.2	-0.6	-1	-17	-7	0.7	3	-7
CN(C)c1ccc(/C=C/C=C2/C(=O)NC(=O)N(c3ccccc3)C2=O)cc1	·	·	-0.2	7	1	-3	-1.2	-1	6
CCCCn1nnnc1C(c1cc2ccccc2o1)N1CCOCC1 (configuration not stated)	·	·	-0.1	·	7	5	·	7	·
OC(CSc1ccccc1Cl)CN1CCN(c2ccc(F)cc2)CC1 (configuration not stated)	0.7	1.0	-1.7	1	4	-12	0.7	9	-9
Cc1nc(S(=O)(=O)c2cccc(Cl)c2)nc2c1CCC2	1.0	·	0.1	5	15	3	0.6	6	-2
CN1c2ccccc2Oc2c(c(=O)n(C)c(=O)n2C)C1c1cccc([N+](=O)[O-])c1 (configuration not stated)	-3.3	1.1	-0.4	5	5	8	-3.3	2	-12
Cc1ccc(-n2ncc3c2ncn2nc(-c4ccco4)nc32)c(C)c1	3.4	-0.9	0.4	9	10	-3	-3.5	0	5
Cc1[nH]n2c(=O)c3c(nc2c1-c1ccc(Cl)cc1)CCC3	1.3	0.6	-0.4	6	·	-5	-2.2	·	11
CCC(c1nnnn1Cc1cccs1)N1CCN(C(=O)c2ccco2)CC1 (configuration not stated)	-0.5	·	-0.6	1	10	5	0.2	-4	0
Cc1cc(C(=O)N/N=C/c2cccnc2)cs1	1.5	·	0.7	-2	10	-4	-0.2	-6	11
C=C(C1=CCN(S(=O)(=O)C(C)(C)C)[C@H]1CCO)c1ccccc1	·	0.5	-0.2	0	4	-3	-0.4	1	2
CC(C)(C)NC(=O)Nc1ccc(Br)cc1	0.7	·	0.8	-1	10	-1	-1.4	11	-6
COc1ccc(NC(=S)N2CCN(c3ccc4c(c3)C3CCN(C(=O)OCc5ccccc5)C4C3)CC2)c(OC)c1 (configuration not stated)	·	-2.1	0.0	0	8	-9	0.4	5	·
O=C(CN1CCN(C(=O)c2ccco2)CC1)Nc1c2c(nc3c1CCC3)CCCC2	·	1.3	0.2	-1	12	-4	-1.6	-5	3
CCOc1ncccc1C(=O)Nc1cc(C(F)(F)F)ccc1N1CCOCC1	0.1	0.4	0.6	3	-1	3	-0.6	3	10
CCOC(=O)C1=NN(C(=O)Nc2ccc(OC)cc2)C2C(=O)N(c3cccc(C(F)(F)F)c3)C(=O)C12 (configuration not stated)	4.3	0.3	·	-4	10	·	-0.6	-1	16
CC(C)CC(=O)OC(C)(C)[C@@H]1Cc2c(ccc3ccc(=O)oc23)O1	-3.6	4.8	-0.3	182*	-69	-3	-4.7	-2	7
COC(=O)c1ccc(C2/C(=C(\O)c3ccc4c(c3)OCCO4)C(=O)C(=O)N2CCCN2CCOCC2)cc1 (configuration not stated)	0.5	·	0.4	-3	-9	5	-4.4	4	6
Cc1cc(NC(=O)Cn2cc([N+](=O)[O-])cn2)no1	2.0	0.8	0.2	7	1	3	-0.7	-7	-10
CN(Cc1ccccc1)C(=O)N[C@@H](Cc1ccccc1)C(=O)O	1.6	·	0.3	1	7	-3	-0.8	-2	-7
CCCCC(=Nc1ccccc1OC)C1=C(O)CC(c2ccccc2)CC1=O (configuration not stated)	1.1	·	0.1	1	6	-1	-0.8	10	-1
CNC(=O)Nc1ccc(C2SCCS2)cc1	-0.3	·	-0.4	-1	-7	-5	-3.4	-7	5
